Compound activity: PubChem BioAssay, several laboratories
RGS4 pot: potentiators or activators of RGS4. HEK293 M3R/inducible RGS4, carbachol calcium flux Fluo4; stronger effect = lower value. B-score at 10 µM. hit rate 0.92% among 310,000. AID 463111;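 active = B-score of the integrated calcium signal more than 4 SD below the library mean, with starting fluorescence not abnormally high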;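 also: negative B-score means reduced calcium response which marks RGS4 activation or potentiation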
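Assay system: Inducible-RGS4 HEK293 cells carrying M3 receptor | Schedule: Compound preincubation 20 min at room temperature before agonist | Signal: Kinetic calcium fluorescence imaging with Fluo4-AM dye, 2 µM | Read-out basis: B score from integrated fluorescence ratio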
RGS4 block: human RGS4 inhibition; P49798; HEK293 M3R/RGS4 inducible, Fluo-4 calcium flux; stronger effect = higher value; triggered by carbachol at its EC20; B-score at 10 µM; hit rate 0.45% among 310,000;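 active = B-score, a plate-corrected calcium signal, over three deviations above library mean, with baseline fluorescence within five deviations of library mean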;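 also: RGS4 expression induced by doxycycline in cells with stable M3 receptor; B-score is computed from the integrated fluorescence ratio over baseline after carbachol; higher B-score means a larger calcium signal and so more RGS4 inhibition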
Target sequence (P49798 whole entry, looked up): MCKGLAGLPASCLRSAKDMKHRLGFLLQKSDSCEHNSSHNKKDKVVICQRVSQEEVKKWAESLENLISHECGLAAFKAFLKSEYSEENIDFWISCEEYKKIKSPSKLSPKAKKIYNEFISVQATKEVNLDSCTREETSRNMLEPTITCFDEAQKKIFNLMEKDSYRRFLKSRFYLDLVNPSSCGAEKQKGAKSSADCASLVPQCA
TRPC6 inhibitor: blocks the mouse TRPC6 cation channel; Q61143; HEK293-TRPC6, membrane potential dye, ACh-evoked depolarization; stronger effect = lower value; B-score at 10 µM; hit rate 1.1% among 310,000; AID 2553;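 active = B-score under library mean minus 3 SD, initial fluorescence not abnormally high, positive integrated signal ratio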;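 also: B-score derived from integrated fluorescence ratio over the kinetic read; more negative B-score means stronger inhibition of depolarization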
TRPC4 inh: inhibitors of mouse TRPC4 channel; HEK293 TRPC4beta/mu-opioid, DAMGO-evoked Fluo4 calcium flux; stronger effect = lower value; B-score at 10 µM; hit rate 0.39% among 300,000; AID 2247; Q9QUQ5;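 active = B-score over 3 SD under the library average, no early fluorescence shift, positive overall ratio signal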
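Assay system: Stable TRPC4beta/mu-opioid receptor HEK293 cells | Reagent: DAMGO in two steps, submaximal then maximal | Compound dosing: Single concentration per test compound | Signal: Fluo4 Ca2+ flux fluorescence | Evaluation: Per-well B score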
MrgX1 allo act: allosterically activates human MrgX1 receptor signaling; hit rate 0.63% among 310,000; MrgX1-HEK293, Fluo-4 calcium flux, FDSS; stronger effect = higher value; B-score at 10 µM; Q96LB2;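 active = plate-corrected calcium response at least 3 library SD above typical, normal starting fluorescence, not activating the receptor alone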;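 also: compound read alongside a low EC10 to EC30 dose of BAM8-22 agonist; peak minus trough fluorescence over baseline measured at the second addition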
Target sequence (Q96LB2 whole entry, looked up): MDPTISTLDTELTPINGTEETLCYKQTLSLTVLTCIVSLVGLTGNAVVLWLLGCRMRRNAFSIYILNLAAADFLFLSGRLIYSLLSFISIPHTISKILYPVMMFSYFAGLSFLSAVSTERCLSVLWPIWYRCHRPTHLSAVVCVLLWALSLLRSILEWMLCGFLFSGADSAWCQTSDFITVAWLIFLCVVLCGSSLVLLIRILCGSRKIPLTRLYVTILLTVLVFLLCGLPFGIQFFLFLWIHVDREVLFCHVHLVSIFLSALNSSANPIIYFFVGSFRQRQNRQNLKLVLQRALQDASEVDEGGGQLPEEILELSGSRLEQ
Platelet DG rel: modulates dense granule release in human platelets. human platelet-rich plasma, SFLLRN dense granule ATP release, luminescence. AID 1663. inhibition, %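 (compounds screened at 7.5 µM in platelet-rich plasma)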. hit rate 0.22% among 300,000;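 active = mean replicate score, as percent of positive control, at or above 50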
MrgX1 antag: blocks BAM8-22 activation of human MrgX1 receptor. Q96LB2. MRGX1-HEK293 calcium flux, Fluo-4, BAM8-22 antagonism; stronger effect = lower value. hit rate 1.3% among 310,000. B-score at 10 µM. AID 588676;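 active = calcium-response B-score plate-corrected more than 3 library SD below zero, starting fluorescence within 5 deviations, no agonist response on first addition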;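 also: peak minus trough fluorescence over baseline after final BAM8-22 challenge near maximal dose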
MrgX1 ag: activates human MrgX1 receptor signaling; Q96LB2; MrgX1-HEK293 cells, Fluo-4 calcium fluorescence, agonist mode; stronger effect = higher value; B-score at 10 µM; hit rate 0.44% among 310,000;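 active = calcium response B-score plate-corrected fluorescence ratio at least 3 library SD, with starting fluorescence B-score inside 5 SD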
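Test system: HEK293 cells stably expressing human MrgX1 receptor; Input: fifteen thousand cells per well; Dosing: compound delivered in addition one of three; Schedule: overnight seeding, then 1 h dark dye loading; Technique: Fluo-4 NW calcium fluorescence; Measure: B-scored fluorescence response ratio; Controls: positive and negative controls per plate.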
TRPC6 act: mouse TRPC6 channel activation; HEK293-TRPC6 membrane potential dye fluorescence; stronger effect = higher value; B-score at 10 µM; hit rate 0.13% among 310,000;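 active = B-score of the integrated fluorescence ratio above library mean plus 3 SD, and starting fluorescence ratio within library mean plus 5 SD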;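 also: higher score means more depolarization so channel activation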
SKKanGAS inh: SKKanGAS growth inhibition; S. pyogenes SKKanGAS, kanamycin growth, BacTiter-Glo, 6 h; inhibition, % at 7.5 µM; hit rate 1.3% among 300,000;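 active = mean replicate score, as percent of positive control median, at least 50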;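 also: strain carries kanamycin resistance gene driven by streptokinase promoter and grows in 40 µg/ml kanamycin; loss of luminescence reflects streptokinase promoter inhibition or plain growth inhibition; 0% = median of DMSO wells and 100% = positive control at its reference dose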
HIF act: HIF pathway transcriptional activation | U2OS HRE-luciferase reporter, luminescence; normalized: DMSO 0%, desferrioxamine 100% | activation, % at 7.5 µM (by protocol) | hit rate 0.32% among 300,000 | AID 1910;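 active = mean activation of at least 10% of the iron chelator positive control signal, with at least half of replicates also reaching 10%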
Starred values were filed as active, the others as inactive; i = inactive; . = not tested or not shown.

#1 Cc1c(-n2cc(C(=O)c3cc(F)ccc3O)cc(C#N)c2=O)c(=O)n(-c2ccccc2)n1C
#2 Cc1cccc(C2c3[nH]c4ccccc4c3CCN2C(=O)c2noc3c2CCCC3)n1 (centres undefined)
#3 O=C(O)C1CCCCC1C(=O)NCCCn1ccnc1 (centres undefined)
#4 Cc1c(NC(=O)CSc2n[nH]c(-c3ccccc3)n2)c(=O)n(-c2ccccc2)n1C
#5 O=C(c1ccco1)N(Cc1ccccc1)c1cccc([N+](=O)[O-])c1
#6 CCC(Sc1nc(-c2ccccc2)c(C#N)c(=O)[nH]1)C(=O)Nc1nnc(C)s1 (centres undefined)
#7 CCCc1cc(=O)[nH]c(SC(CC)C(=O)Nc2ccccc2C#N)n1 (centres undefined)
#8 COc1ccc(/C(C)=C(\C#N)C(=O)OC(C)C)cc1OC
#9 O=C(c1ccccc1)c1ccc2c(c1)OCCOCCOCCO2
#10 Cc1ccc(-c2nnc(COC(=O)c3ccco3)o2)cc1
assay / entry | 1 | 2 | 3 | 4 | 5 | 6 | 7 | 8 | 9 | 10
RGS4 pot | i | i | i | i | i | i | i | i | i | i
RGS4 block | i | i | i | i | i | i | i | i | i | i
TRPC6 inhibitor | i | i | i | i | i | i | i | i | i | i
TRPC4 inh | i | i | i | i | i | i | i | i | i | i
MrgX1 allo act | 6.7* | i | i | i | i | i | i | i | i | i
Platelet DG rel | -7 | -5 | -6 | 2 | 1 | -3 | -6 | 4 | 0 | 17
MrgX1 antag | i | i | i | i | i | i | i | i | i | i
MrgX1 ag | i | i | i | i | i | i | i | i | i | i
TRPC6 act | i | i | i | i | i | i | i | i | i | i
SKKanGAS inh | -6 | 7 | -3 | 5 | 2 | 2 | -15 | 5 | 5 | 2
HIF act | -0.3 | -15 | -0.7 | -0.3 | -0.2 | -0.5 | 0.1 | 0.5 | 0.4 | 0.4

#11 Cc1ccc(CN2CCN(Cc3cccc(C)n3)CC2CCO)cc1 (centres undefined)
#12 CC(=O)Nc1ccc(S(=O)(=O)NC(CC(=O)NC2CCCCC2C)C(C)C)cc1 (centres undefined)
#13 c1ccc2[nH]c(Cn3nnc4ccccc43)nc2c1
#14 COc1cc(Cn2c(C(=O)O)cc3sccc32)cc(OC)c1OC
#15 Cc1c(C(=O)Nc2ccccc2F)sc2nc3n(c(=O)c12)CCC3
#16 O=C(Nc1ccc(-c2nc3ncccc3o2)cc1)c1ccco1
#17 S=c1[nH]nc(-c2cccnc2)n1/N=C/c1ccc(Br)s1
#18 CC(C)n1c2ccccc2c2nc3ccccc3nc21
#19 COc1ccccc1NC(=O)Nc1ccccc1C(=O)NCCCN1CCOCC1
#20 Cc1ccc(N2CC(NS(=O)(=O)c3cccs3)CC2=O)cc1 (centres undefined)
#21 COc1cc(NC(=O)CCCc2c[nH]c3ccccc23)cc(OC)c1
#22 Cc1ccc(S(=O)(=O)N2CCC(C(=O)NCCC3=CCCCC3)CC2)c(C)c1
assay / entry | 11 | 12 | 13 | 14 | 15 | 16 | 17 | 18 | 19 | 20 | 21 | 22
RGS4 pot | i | i | i | i | i | i | i | i | i | i | i | i
RGS4 block | i | i | i | i | i | i | i | i | i | i | i | i
TRPC6 inhibitor | i | i | i | i | i | i | i | i | i | i | i | i
TRPC4 inh | i | i | i | i | i | i | i | i | i | i | i | i
MrgX1 allo act | i | i | i | . | i | i | i | i | i | i | i | i
Platelet DG rel | 0 | -1 | -2 | 1 | 16 | 0 | -8 | 3 | -2 | 9 | -10 | 0
MrgX1 antag | i | i | i | . | i | i | i | i | i | i | i | i
MrgX1 ag | i | i | i | . | i | i | i | i | i | i | i | i
TRPC6 act | i | i | i | i | i | i | i | i | i | i | i | i
SKKanGAS inh | -7 | 1 | -4 | 3 | 17 | -24 | 9 | 6 | -5 | 22 | -5 | 5
HIF act | -0.3 | 0.3 | 0.5 | -2.4 | 4.2 | 2.9 | 1.2 | 0.4 | -0.1 | -0.4 | 0.0 | -10

Exported with two lines to a compound: 2 of the compounds above.
The line under a structure holds: RGS4 pot	RGS4 block	TRPC6 inhibitor	TRPC4 inh	MrgX1 allo act	Platelet DG rel	MrgX1 antag	MrgX1 ag	TRPC6 act	SKKanGAS inh	HIF act
[17] S=c1[nH]nc(-c2cccnc2)n1/N=C/c1ccc(Br)s1
    i	i	i	i	i	-8	i	i	i	9	1.2
[16] O=C(Nc1ccc(-c2nc3ncccc3o2)cc1)c1ccco1
    i	i	i	i	i	0	i	i	i	-24	2.9

Rewritten with two lines to a compound: twelve of the compounds above
Order of results – RGS4 pot, RGS4 block, TRPC6 inhibitor, TRPC4 inh, MrgX1 allo act, Platelet DG rel, MrgX1 antag, MrgX1 ag, TRPC6 act, SKKanGAS inh, HIF act
5) O=C(c1ccco1)N(Cc1ccccc1)c1cccc([N+](=O)[O-])c1
    i, i, i, i, i, 1, i, i, i, 2, -0.2
6) CCC(Sc1nc(-c2ccccc2)c(C#N)c(=O)[nH]1)C(=O)Nc1nnc(C)s1 (centres undefined)
    i, i, i, i, i, -3, i, i, i, 2, -0.5
7) CCCc1cc(=O)[nH]c(SC(CC)C(=O)Nc2ccccc2C#N)n1 (centres undefined)
    i, i, i, i, i, -6, i, i, i, -15, 0.1
8) COc1ccc(/C(C)=C(\C#N)C(=O)OC(C)C)cc1OC
    i, i, i, i, i, 4, i, i, i, 5, 0.5
9) O=C(c1ccccc1)c1ccc2c(c1)OCCOCCOCCO2
    i, i, i, i, i, 0, i, i, i, 5, 0.4
10) Cc1ccc(-c2nnc(COC(=O)c3ccco3)o2)cc1
    i, i, i, i, i, 17, i, i, i, 2, 0.4
11) Cc1ccc(CN2CCN(Cc3cccc(C)n3)CC2CCO)cc1 (centres undefined)
    i, i, i, i, i, 0, i, i, i, -7, -0.3
12) CC(=O)Nc1ccc(S(=O)(=O)NC(CC(=O)NC2CCCCC2C)C(C)C)cc1 (centres undefined)
    i, i, i, i, i, -1, i, i, i, 1, 0.3
13) c1ccc2[nH]c(Cn3nnc4ccccc43)nc2c1
    i, i, i, i, i, -2, i, i, i, -4, 0.5
14) COc1cc(Cn2c(C(=O)O)cc3sccc32)cc(OC)c1OC
    i, i, i, i, ., 1, ., ., i, 3, -2.4
15) Cc1c(C(=O)Nc2ccccc2F)sc2nc3n(c(=O)c12)CCC3
    i, i, i, i, i, 16, i, i, i, 17, 4.2
16) O=C(Nc1ccc(-c2nc3ncccc3o2)cc1)c1ccco1
    i, i, i, i, i, 0, i, i, i, -24, 2.9
